Screening data (PubChem)
STK33 inh: inhibitors of purified STK33 kinase, primary screen, biochemical, ADP-Glo luminescence, homogeneous, cell-free; 320,000 compounds, 0.073% hits; inhibition, % at 10 µM; MBP phosphorylation; AID 2661, 2010;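 active = inhibition at or above 25%, using the most active replicate where run in duplicate; inactive = inhibition below 25%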
Target sequence (Q9BYT3 whole entry, looked up): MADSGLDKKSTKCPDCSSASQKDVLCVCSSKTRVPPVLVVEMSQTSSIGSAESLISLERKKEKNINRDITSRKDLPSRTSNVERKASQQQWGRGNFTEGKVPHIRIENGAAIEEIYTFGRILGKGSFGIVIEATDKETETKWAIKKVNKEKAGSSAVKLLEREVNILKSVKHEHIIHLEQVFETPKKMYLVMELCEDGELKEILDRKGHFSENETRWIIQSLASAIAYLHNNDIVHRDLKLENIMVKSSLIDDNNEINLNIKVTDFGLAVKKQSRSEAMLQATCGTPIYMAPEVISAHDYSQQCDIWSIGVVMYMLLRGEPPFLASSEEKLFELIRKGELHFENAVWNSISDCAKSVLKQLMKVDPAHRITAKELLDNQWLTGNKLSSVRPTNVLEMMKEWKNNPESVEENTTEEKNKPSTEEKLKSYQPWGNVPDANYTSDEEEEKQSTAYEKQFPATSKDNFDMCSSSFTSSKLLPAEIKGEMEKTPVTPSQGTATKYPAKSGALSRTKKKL
CHT allo act: CHT positive allosteric modulators, primary screen, cell-based, membrane potential dye, choline EC20 | High affinity choline transporter 1 (Homo sapiens), Q9GZV3 | CHT-expressing cells; stronger effect = higher value; LV-AA mutant CHT in HEK293 cells | B-score at 10 µM | 310,000 compounds, 0.49% hits;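 active = initial fluorescence not abnormally high and integrated response B-score, plate-corrected, over 3 SD above library mean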
Target sequence (Q9GZV3 whole entry, looked up): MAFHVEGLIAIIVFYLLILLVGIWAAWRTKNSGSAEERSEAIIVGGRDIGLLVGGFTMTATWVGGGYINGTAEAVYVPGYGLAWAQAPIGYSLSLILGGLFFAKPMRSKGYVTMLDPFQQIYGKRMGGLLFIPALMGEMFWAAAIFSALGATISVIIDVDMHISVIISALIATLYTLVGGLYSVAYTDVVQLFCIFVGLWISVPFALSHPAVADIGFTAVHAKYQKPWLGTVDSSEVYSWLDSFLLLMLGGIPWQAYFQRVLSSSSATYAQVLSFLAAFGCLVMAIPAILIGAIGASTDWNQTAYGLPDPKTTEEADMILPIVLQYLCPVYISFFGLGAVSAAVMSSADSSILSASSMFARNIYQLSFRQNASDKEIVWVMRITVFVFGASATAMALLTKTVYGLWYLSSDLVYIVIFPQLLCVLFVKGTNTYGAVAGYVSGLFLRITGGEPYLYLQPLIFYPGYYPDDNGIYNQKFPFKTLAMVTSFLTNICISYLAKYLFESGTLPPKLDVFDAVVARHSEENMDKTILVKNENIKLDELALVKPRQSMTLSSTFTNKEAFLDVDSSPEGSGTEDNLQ
CHT block: inhibitors of human choline transporter CHT; CHT-expressing cells, membrane potential dye, choline response; stronger effect = lower value; 310,000 compounds, 0.86% hits; B-score at 10 µM; AID 488975, 2010; High affinity choline transporter 1 (Homo sapiens), Q9GZV3;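 active = B-score over 3 SD under the library average, and starting fluorescence ratio not unusually high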;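 also: choline stimulus applied at its EC90 after an EC20 pre-addition; B-score computed on integrated fluorescence ratio after choline addition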
An asterisk follows results filed as active; i = inactive; · = not tested or not shown.

nr	SMILES	STK33 inh	CHT allo act	CHT block
1	O=C(c1ccccn1)N1CCCC(N2CCN(c3ccccc3)CC2)C1 (stereo not drawn)	0.7	i	i
2	O=C(COc1ccccc1)NCc1ccccc1	-1.1	i	i
3	O=C(CS(=O)(=O)Cc1ccccc1)Nc1nnc(C2CCCCC2)s1	-1.5	i	i
4	CN(Cc1ccccc1)C(=O)C1CCN(S(=O)(=O)c2cccc3nonc23)CC1	-0.4	i	i
5	NS(=O)(=O)c1cccc(NC(=O)CSc2nc3nc(-c4cccs4)cc(C(F)(F)F)c3c(=O)[nH]2)c1	0.0	i	i
6	CC(C)CCOP(=O)(c1ccc(N(C)C)cc1)C(O)c1ccccn1 (stereo not drawn)	0.6	i	i
7	NC(=O)C1CCN(C(=O)CSc2nc3ccccc3[nH]2)CC1	1.4	i	i
8	CCN(Cc1ccccc1)S(=O)(=O)c1cc(C(=O)OC)n(C)c1	-1.5	i	i
9	CCC(=O)C1CCCN(C(=O)c2cccc(OC3CCN(S(C)(=O)=O)CC3)c2)C1 (stereo not drawn)	0.3	i	i
10	COc1ccc(S(=O)(=O)N2CCCN(S(=O)(=O)c3ccc(OC)cc3C)CC2)c(C)c1	-0.8	i	i
11	Cc1ccc(/C=C/c2onc(C)c2S(=O)(=O)N2CCC(C(=O)N3CCCCC3)CC2)cc1	-2.0	i	i
12	Cc1cc(Sc2ccc([N+](=O)[O-])cn2)ccc1Br	-1.7	i	i
13	O=C(CN1C(=O)/C(=C/c2cccc(Br)c2)SC1=S)N1CCCC1	0.6	i	i
14	Cc1ccc(COC(=O)Cc2coc3cc(O)ccc23)cc1	-0.7	i	i
15	CN1CCC(OC(=O)c2ccc(Br)cc2)CC1	0.0	i	i
16	COc1ccc(OC)c(-c2nn(-c3ccccc3)cc2C(=O)NCC(c2cccs2)N2CCOCC2)c1 (stereo not drawn)	-2.5	i	i
17	COc1ccc(C(=O)n2c(N)nc3ccccc32)cc1OC	5.2	i	i
18	Cc1cc(=O)oc2cc3oc(=O)cc(C)c3cc12	-0.8	i	i
19	CCN(CC)CCNc1nc2c(c(=O)[nH]c(=O)n2C)n1CCCc1ccccc1	-1.0	i	i
20	CC(C)=C(NC(=O)c1ccccc1)C(=O)N/N=C(\C)c1ccccc1O	-0.4	i	i
21	Cc1ccc(C(=O)c2ccccc2C(=O)O)s1	-0.7	i	i
22	CCOC(=O)C1CCCN(CCC(=O)Nc2ccc(Br)c(C)c2)C1 (stereo not drawn)	9.8	i	i
23	O=C(NCC1CCCO1)c1ccccc1NC(=O)c1cccc2ccccc12 (stereo not drawn)	-1.9	i	i
24	O=C(CSc1nnnn1-c1cccc(O)c1)NC1CC1	0.2	i	i
25	COc1ccccc1CNC(=O)CS(=O)Cc1nc(-c2ccc(OC)c(OC)c2)oc1C (stereo not drawn)	0.3	i	i
26	CCOC(=O)Cn1c(=NC(=O)C2COc3ccccc3O2)sc2cc(S(N)(=O)=O)ccc21 (stereo not drawn)	-2.3	i	i
27	CCc1noc(C)c1C(=O)N(Cc1ccccc1)c1c(N)n(CCOC)c(=O)[nH]c1=O	-0.4	i	i
28	CN(C(=O)COC(=O)c1cc(F)c(F)cc1Cl)c1ccccc1	-2.1	i	i
29	Cn1c(SCC(=O)Nc2cccc(Br)c2)nnc1-c1cc2ccccc2o1	0.0	i	i
30	O=C(CCS(=O)(=O)c1ccc2c(c1)NC(=O)CS2)NCc1cccs1	0.1	i	i
31	CCCOc1ccccc1NC(=O)/C=C/C(N)=O	0.0	i	i
32	COC(=O)[C@@H](NC(=O)N1CCN(C(=O)C2COc3ccccc3O2)CC1)C(C)C (stereo partly drawn)	-3.7	i	i
33	O=C1CCCC2=C1C(c1ccco1)Nc1ccc(C(=O)c3ccccc3)cc1N2 (stereo not drawn)	-1.0	i	i
34	Cc1ccc(C(=O)Nc2nc3ccccc3[nH]2)cc1	2.4	i	i
35	CS(=O)(=O)c1ccc(C(=O)Nc2ccc(N3CCCC3)cc2)c(Cl)c1	-1.3	i	i
36	Cc1ccc2c(c1)C(CCN)C(=O)N2Cc1ccccc1 (stereo not drawn)	0.4	i	i
37	O=C(CSc1ccc(F)cc1)Nc1ccc(N2CCOCC2)c(Cl)c1	0.1	i	i
38	COc1ccc(OCC(=O)Nc2ccc3c(c2)nc(CCN2CCCCC2)n3C)cc1	-1.2	i	i
39	COc1cc(CO)ccc1OCC(=O)N1CCc2ccccc21	-2.3	i	i
40	COc1ccc(Br)cc1/C=N/n1c(C)nnc1C	-1.5	i	i

From compound 39 to 40, as listed above:
nr	SMILES	STK33 inh	CHT allo act	CHT block
39	COc1cc(CO)ccc1OCC(=O)N1CCc2ccccc21	-2.3	i	i
40	COc1ccc(Br)cc1/C=N/n1c(C)nnc1C	-1.5	i	i

Remaining list, next part.
nr	SMILES	STK33 inh	CHT allo act	CHT block
41	O=c1cc(CN2CCN(S(=O)(=O)c3ccc4ccccc4c3)CC2)nc2sccn12	0.0	i	i
42	CC1=NN(C(=O)COc2ccc(C)c(C)c2)C(O)(c2ccc(Cl)cc2)C1 (stereo not drawn)	1.6	i	i
43	COc1ccc(C(=O)N=C2SC3CS(=O)(=O)CC3N2c2ccccc2)cc1OC (stereo not drawn)	-0.8	i	i
44	COC(=O)[C@@H](NC(=O)Nc1ccc(OC(F)(F)F)cc1)C(C)C	-1.0	i	i
45	Cc1[nH]c(=O)c(C#N)c(C)c1CCC(=O)NCc1cccc(C(F)(F)F)c1	0.1	i	i
46	CCOC(=O)c1nnn(-c2nonc2N)c1COc1ccc(F)cc1	-1.4	i	i
47	O=C(Nc1cccc(F)c1)c1ccc(S(=O)(=O)NCC2CCCO2)cc1 (stereo not drawn)	0.0	i	i
48	S=c1[nH]nc(-c2ccncc2)n1/N=C/c1ccccc1Cl	0.2	i	i

Overlap with the part before: 7 compounds, followed by the next part.
nr	SMILES	STK33 inh	CHT allo act	CHT block
42	CC1=NN(C(=O)COc2ccc(C)c(C)c2)C(O)(c2ccc(Cl)cc2)C1 (stereo not drawn)	1.6	i	i
43	COc1ccc(C(=O)N=C2SC3CS(=O)(=O)CC3N2c2ccccc2)cc1OC (stereo not drawn)	-0.8	i	i
44	COC(=O)[C@@H](NC(=O)Nc1ccc(OC(F)(F)F)cc1)C(C)C	-1.0	i	i
45	Cc1[nH]c(=O)c(C#N)c(C)c1CCC(=O)NCc1cccc(C(F)(F)F)c1	0.1	i	i
46	CCOC(=O)c1nnn(-c2nonc2N)c1COc1ccc(F)cc1	-1.4	i	i
47	O=C(Nc1cccc(F)c1)c1ccc(S(=O)(=O)NCC2CCCO2)cc1 (stereo not drawn)	0.0	i	i
48	S=c1[nH]nc(-c2ccncc2)n1/N=C/c1ccccc1Cl	0.2	i	i
49	CCc1cc(=O)[nH]c(SCC(=O)Nc2ccc3c(c2)OCCO3)n1	·	i	i
50	COc1ccccc1N1CC(O)=C(c2nc3ccccc3c(=O)[nH]2)C1=N	-0.8	i	i
51	COc1ccc(CC(=O)NCc2nnc(SCC(=O)Nc3nccs3)n2-c2ccccc2)cc1	-0.3	i	i
52	O=C(NNC(=O)c1ccccc1C(=O)O)c1ccc(O)cc1	-1.0	i	i
53	O=c1[nH]c(/C=C\c2ccc(O)cc2)nc(O)c1[N+](=O)[O-]	-1.6	i	i
54	Cc1ccsc1/C=N/NC(=O)C(N)=O	0.1	i	i
55	COc1cccc(C(=O)N[C@@H](CCSC)c2nc3ccccc3[nH]2)c1	-0.1	i	i
56	COc1ccccc1-c1cc(C(=O)N/N=C/c2ccoc2)c2ccccc2n1	-0.8	i	i
57	Cc1ccccc1OCC(O)CN1CCCCC1 (stereo not drawn)	0.0	i	i
58	CCN(CC)CC(O)c1cccn1-c1ccc(CNC(=O)NC(C)C)cc1 (stereo not drawn)	-2.7	i	i
59	Cc1ccc(CNC(=O)c2ccc(N3CCC4(CC3)CC(c3cccc(Br)c3)=NO4)c(N)c2)cc1	-2.3	i	i
60	CC(=O)c1cnc(Nc2nc(C)c3cc(C)c(C)cc3n2)nc1C	-0.2	i	i
61	O=C(NC1CCCCC1)N1CCN(C(c2ccccc2)c2ccccc2)CC1	-1.1	i	i
62	Cc1ccc(C(=O)NCC(=O)N(C)CC(=O)Nc2c(Cl)cccc2Cl)s1	1.3	i	i
63	O=c1[nH]oc2cc(Cl)ccc12	0.3	i	i
64	CC(=O)Nc1ccc(C(=O)NNC(=O)c2ccc(Cl)cc2)cc1	-0.5	i	i
65	COc1ccc(Nc2nc(Cl)nc(NCc3ccco3)n2)c(OC)c1	-1.1	i	i
66	CC(C)CC(=O)C1=C(O)C(=O)N(Cc2ccccc2)C1c1ccccc1 (stereo not drawn)	0.1	i	i
67	Cc1cc2oc(C(=O)NCc3ccc4c(c3)OCO4)c(C)c2cc1C	0.4	i	i
68	COc1ccc(C)cc1NC(=O)C(=O)NCc1ccncc1	-2.0	i	i
69	Cc1cc(C)cc(NC(=S)N(Cc2ccc(Br)cc2)Cc2ccc(C(=O)O)cc2)c1	-1.2	i	i
70	CCCN1CCN(CCCNC(=S)Nc2ccc(F)cc2)CC1	-3.2	i	i
71	COc1ccc(CCNC(=O)C(C)Sc2ccccc2)cc1OC (stereo not drawn)	-0.8	i	i
72	O=C(NCc1cc(F)cc(C(F)(F)F)c1)C1CCC(=O)N(C2CCCC2)C1 (stereo not drawn)	-0.2	i	i
73	CCOC(=O)c1cc(C)n(CCc2ccccc2)c1C	-1.0	i	i
74	CC1=NOC(=O)/C1=C/c1ccc2c(c1)OCO2	-2.3	i	i
75	COc1ccc(CCNC(=O)COc2ncnc3cc([N+](=O)[O-])ccc23)cc1	0.0	i	i
76	Nc1ccc(C(=O)N/N=C/c2ccccc2)cc1	0.1	i	i
77	Cc1cc(NC(=O)COc2coc(CN3CCN(c4ccccc4F)CC3)cc2=O)no1	-1.6	i	i
78	Cc1ccccc1OCC(=O)Nc1ccc(Cc2ccncc2)cc1	-0.4	i	i
79	Cc1cccc(-c2cnn(-c3cccc([N+](=O)[O-])c3)c2N)c1	-0.7	i	i
80	O=C(CCC1CCCCC1)NCCS(=O)(=O)N1CCN(c2ccccc2F)CC1	-0.4	i	i
81	CC1(C)Cc2c(sc3nc(SCC(=O)O)[nH]c(=O)c23)CO1	0.9	i	i
82	Cc1ccc(Nc2c(-c3ccccc3)nc3cnccn23)cc1	0.0	i	i
83	Nc1nonc1C(=O)N/N=C/c1ccc(-c2cccc(C(=O)O)c2)o1	·	i	i
84	Cc1ccc(C)c(S(=O)(=O)NCCOc2nc(NC(C)C)nc(NC(C)C)n2)c1	-1.4	i	i
85	COc1ccc2nc(NC(=O)/C=C/c3ccc4c(c3)OCO4)sc2c1	-1.0	i	i
86	COc1ccc(-c2nnc3n2CCCCC3)cc1OC	-0.4	i	i
87	COc1cccc2cc(C(=O)N3CCN(c4ccccn4)CC3)c(=O)oc12	-3.4	i	i
88	COc1ccc(N2CCN(S(=O)(=O)c3ccc(OC)c(C(=O)N4CCOCC4)c3)CC2)cc1	0.4	i	i
89	Cc1ccc(S(=O)(=O)NCc2nc3ccccc3c(=O)n2N)cc1	-1.0	i	i
90	Cc1cccc(C(=O)N2CCCC(N3CCN(c4cccc(Cl)c4)CC3)C2)n1 (stereo not drawn)	0.2	i	i
91	COc1ccc(CNC(=O)CCc2c[nH]c3ccccc23)cc1	10.0	i	i
92	O=C(O)CCCCCNC(=O)c1ccc(Br)cc1	1.2	i	i
93	Cc1cc2c(cc1C)C(c1cccc([N+](=O)[O-])c1)CC(=O)N2 (stereo not drawn)	1.2	i	i
94	O=C(O)c1ccc(CNCc2c(Cl)cccc2Cl)cc1	-0.8	i	i
95	C/C(=N\OC(=O)C1CC1)C1CC1c1ccc(F)cc1 (stereo not drawn)	-0.9	i	i
96	CC(C)(C)c1csc(NC(=O)c2ccncc2)n1	4.1	i	i
97	Cc1ccc(Cn2c(CCNc3nc(-c4ccc(Cl)c([N+](=O)[O-])c4)cs3)nc3cc(Cl)c(Cl)cc32)cc1	0.4	i	i
98	Cn1c(=O)c([N+](=O)[O-])c(-n2cnc3ccccc32)c2ccccc21	-0.4	i	i
99	O=C(CCOc1ccccc1F)N1CCN(c2ccccc2O)CC1	-1.9	i	i
100	O=C(CNC(=O)N1CC(=O)Nc2ccccc21)Nc1ccccc1F	0.0	i	i
101	Cc1cc(=O)[nH]c(N/N=C/c2ccco2)n1	0.0	i	i
102	Cc1ccc(CCC(=O)Nc2cc(Cl)ccc2Cl)o1	-2.6	i	i
103	O=C(Nc1cccnc1)c1ccc(Cl)c(S(=O)(=O)N2CCCCCC2)c1	-0.4	i	i
104	Cc1cc(C)nc(SCCn2c(N(C)Cc3ccccc3)nc3c2c(=O)n(C)c(=O)n3C)n1	-0.7	i	i

New compounds follow
nr	SMILES	STK33 inh	CHT allo act	CHT block
105	CCC(=O)/C=C1/Sc2ccccc2N1CC	1.6	i	i
106	COc1ccc2cnn(-c3ccc(C)cc3)c(=O)c2c1OC	3.2	i	i
107	Cc1cc(S(=O)(=O)N2CCCC(N(C)CCc3ccccn3)C2)c(C)cc1Cl (stereo not drawn)	·	i	i
108	C/C(=N/NC(=O)c1cc2ccccc2cc1O)c1ccco1	2.4	i	i
109	Cc1ccccc1CN1CCCOCCS1(=O)=O	-0.8	i	i
110	COc1ccc(-n2c(SC)nc(O)c(Cc3ccccc3)c2=O)cc1	-1.2	i	i
111	CN(CC(=O)Nc1ccc(F)cc1)C(=O)COc1ccc(C(=O)c2ccccc2)cc1	-1.6	i	i
112	CC(C)OC(=O)CSc1nnc(CNc2ccc(Cl)cc2)n1C	-0.5	i	i
113	CCOc1cc(NC(=O)c2ccccc2[N+](=O)[O-])c(OCC)cc1NC(=O)CC(C)C	-2.1	i	i
